High-throughput results deposited in PubChem by several laboratories.
Scp1 inh: inhibitors of human Scp-1 phosphatase. 340,000 compounds, 0.88% hits. Recombinant Scp1, phosphopeptide, malachite green phosphate absorbance. inhibition, % at 20 µM. Q9GZU7;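 active = inhibition above about 50% at 20 µM, limit read from the data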;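 note: plate controls were DMSO wells with enzyme for no effect and wells lacking enzyme for full effect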
Target sequence (Q9GZU7 76-261 limits assumed): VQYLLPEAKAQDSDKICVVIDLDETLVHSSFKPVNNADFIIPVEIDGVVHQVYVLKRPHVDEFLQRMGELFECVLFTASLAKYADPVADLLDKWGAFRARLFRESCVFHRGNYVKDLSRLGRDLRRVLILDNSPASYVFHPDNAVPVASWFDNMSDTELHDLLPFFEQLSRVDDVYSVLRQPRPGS
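Test system – truncated SCP-1 phosphatase (76-261aa) · Reagent – Phosphorylated 17-residue peptide substrate · Incubation – 45 min room-temperature reaction, 5 min colour, 30 min stabiliser · Detection – colorimetric phosphate reagent with accelerator and stabiliser, absorbance at 630 nm · Measure – % inhibition at 20 µM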
E coli Lon inh: inhibitors of E. coli Lon protease; P0A9M0; purified E. coli Lon protease, fluorescence polarization; inhibition, % at 7.94 µM; 360,000 compounds, 0.42% hits; AID 602123; in the data active = inhibition above about 13%, passing the limit was not always enough;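 note: 0% = enzyme with probe and DMSO and 100% = no enzyme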
LMPTP block: LMPTP (human) inhibition. inhibition, % at 20 µM. P24666. recombinant LMPTP-A, OMFP fluorogenic substrate, fluorescence intensity. AID 651560. 360,000 compounds, 0.22% hits;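 active = compounds that cut the enzyme signal by at least half of the control window in the single-dose screen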;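 note: plate controls were DMSO wells with enzyme plus substrate for no effect and substrate without enzyme for full effect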
Target sequence (P24666 whole entry, looked up): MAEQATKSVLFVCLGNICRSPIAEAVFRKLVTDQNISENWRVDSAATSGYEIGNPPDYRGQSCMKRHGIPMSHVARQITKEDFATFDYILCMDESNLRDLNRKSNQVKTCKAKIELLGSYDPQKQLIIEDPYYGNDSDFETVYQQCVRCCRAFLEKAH
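Material: LMPTP-A; amount: 0.625 nM enzyme; doses: single 20 µM dose; times: reaction 50 min, room temperature, dark; technique: fluorescence intensity of OMFP turnover product; benchmarks: no-enzyme and uninhibited controls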
DNMT1 block: DNMT1 (human) enzyme inhibition. DNMT1 molecular beacon, Hinp1I cleavage, fluorescence. inhibition (reported as % activation of signal), % at 10 µM. 360,000 compounds, 0.83% hits. AID 588458; in the data active = inhibition above about 50%
NRP1-CendR mod: modulators of CendR peptide binding to human neuropilin-1; O14786; FAM-RPARPAR peptide binding to NRP-1, fluorescence polarization; inhibition, % at 25 µM; 360,000 compounds, 0.85% hits;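 active = inhibition or corrected inhibition above about 18%, plus a signal ratio from 0.5 to 1.5, limit read from the data, passing the limit was not always enough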; note: strong numbers were not always called active
MsrA inhibitor: inhibitors of bovine MsrA; purified bovine MsrA, absorbance read-out; inhibition, % at 15.5 µM; 360,000 compounds, 0.75% hits; AID 651718; in the data active = inhibition above about 4.5%;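 note: 0% = vehicle wells with enzyme and 100% = reference inhibitor wells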
SUMO1-SIM PPI: alters human SUMO1 binding to SIM partners; P63165; SUMO1 binding to a labelled peptide, TR-FRET, 1 h; AID 602429; inhibition, % at 20 µM; 360,000 compounds, 0.33% hits; in the data active = inhibition above about 37%
Target sequence (P63165 whole entry, looked up): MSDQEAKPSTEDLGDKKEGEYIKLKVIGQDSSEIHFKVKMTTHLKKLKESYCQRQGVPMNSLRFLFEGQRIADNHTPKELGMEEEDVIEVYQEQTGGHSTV
STEP inh: inhibitors of human striatal-enriched phosphatase STEP; recombinant STEP, OMFP fluorogenic substrate, fluorescence; inhibition, % at 20 µM; 360,000 compounds, 0.25% hits; AID 588621;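 active = inhibition at 20 µM, scaled per plate between control wells, above about 37%, limit read from the data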;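 note: 0% = DMSO with enzyme and substrate and 100% = substrate only without enzyme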
Target sequence (P54829 whole entry, looked up): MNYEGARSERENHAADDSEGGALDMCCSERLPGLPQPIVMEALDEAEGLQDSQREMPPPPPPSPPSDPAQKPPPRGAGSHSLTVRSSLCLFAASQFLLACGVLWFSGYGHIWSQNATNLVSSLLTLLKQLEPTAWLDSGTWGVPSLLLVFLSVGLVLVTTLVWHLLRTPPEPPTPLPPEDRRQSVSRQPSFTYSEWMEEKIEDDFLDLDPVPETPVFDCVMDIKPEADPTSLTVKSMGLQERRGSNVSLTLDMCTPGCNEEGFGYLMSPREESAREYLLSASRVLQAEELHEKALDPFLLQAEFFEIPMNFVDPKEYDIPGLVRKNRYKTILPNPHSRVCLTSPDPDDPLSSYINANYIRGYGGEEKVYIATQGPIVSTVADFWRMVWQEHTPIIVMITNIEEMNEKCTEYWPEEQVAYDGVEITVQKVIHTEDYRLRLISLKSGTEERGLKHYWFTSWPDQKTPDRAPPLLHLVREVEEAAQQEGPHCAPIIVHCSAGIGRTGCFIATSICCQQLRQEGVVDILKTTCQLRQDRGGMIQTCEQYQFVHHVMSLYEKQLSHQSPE
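material = STEP tyrosine phosphatase | reagent = fluorogenic phosphatase substrate OMFP at 25 µM final | doses = single compound dose of 20 µM, 1% DMSO final | schedule = 20 min reaction, room temperature, in the dark | measured by = fluorescence, 480/540 nm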
Tb MetRS inh: blocks T. brucei methionyl-tRNA synthetase activity; purified T. brucei MetRS, ATP depletion, Kinase-Glo luminescence; 360,000 compounds, 0.4% hits; inhibition, % at 11.9 µM;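 active = inhibition above a per-plate cutoff of the control wells' mean inhibition plus 3 SD, cut at about 5.5% in these data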;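 note: 0% = DMSO wells median and 100% = median of wells with control inhibitor compound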
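Test system – parasite MetRS enzyme · Reagent – substrates ATP, L-methionine and bulk Escherichia coli tRNA · Doses – 11.9 µM compound single dose, 0.9% DMSO · Times – 15 min enzyme-compound preincubation, 2 h reaction, 10 min detection, 25 °C · Signal – Kinase-Glo luminescence, ATP depletion format · Controls – DMSO-only wells as low control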
bovine MsrA act: activators of bovine methionine sulfoxide reductase A; purified bovine MsrA, absorbance read-out; activation, % at 10.6 µM; AID 602163; 360,000 compounds, 0.3% hits; in the data active = activation above about 7.5%;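 note: 0% = vehicle and 100% = reference activator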
* hit, by the source's call; . = not tested or not shown. Compounds were not picked by outcome; about 4.3% have a hit in one of these screens.

SMILES	Scp1 inh	E coli Lon inh	LMPTP block	DNMT1 block	NRP1-CendR mod	MsrA inhibitor	SUMO1-SIM PPI	STEP inh	Tb MetRS inh	bovine MsrA act
Cc1c(NC(=O)c2ccc(S(=O)(=O)N3CCOCC3)cc2)c(=O)n(-c2ccccc2)n1C	-10.4	3.5	-1.3	0.3	20.8	-0.8	-4.7	-2.1	-1.4	-10.3
CC1CCCN(C/C=C/c2ccccc2[N+](=O)[O-])C1 (centres undefined)	-5.3	-0.9	-1.5	-7.7	0.3	-0.4	-11.4	6.0	0.1	-1.5
CS(=O)(=O)N1CCN(C(=O)COc2ccccc2)CC1	-6.2	1.1	-0.6	-0.6	6.7	0.2	2.2	0.1	-0.1	-0.2
COc1ccccc1NC(=O)Nc1ccc(NC(=O)c2ccccc2O)cc1	-4.2	8.2	2.0	-2.5	14.5	0.9	11.8	-2.9	-1.2	-3.0
CCOC(=O)C(NC(=O)C1C(C)N1S(=O)(=O)c1ccc(C)cc1)C(=O)OCC (centres undefined)	4.0	-3.5	-0.2	-0.3	2.2	-0.4	7.3	-2.2	-0.6	-1.3
C/C(=N\NC(=O)c1cc(Br)ccc1O)c1cccc(NC(=O)c2ccccc2F)c1	86.1*	-9.6	3.9	1.8	2.2	1.4	15.3	9.0	-0.3	-4.6
C[C@H](CO)N1C[C@H](C)[C@@H](CN(C)S(=O)(=O)c2ccccc2)OCCCC[C@H](C)Oc2ccc(NC(=O)CCC(F)(F)F)cc2C1=O	.	9.5	-1.2	9.8	-0.1	0.6	-1.2	-1.9	-2.4	-7.5
CCn1ncc(Br)c1C(=O)Nc1ccc(F)cc1F	-4.0	-2.2	-1.6	7.3	5.3	-0.4	1.2	-7.2	-1.7	-11.4
CC1(C)CC(=O)C(C=NCCN2CCN(C(=O)c3ccc(Br)cc3)CC2)=C(O)C1	-3.1	1.7	-0.7	-0.4	2.9	0.2	-5.2	0.2	-0.1	-1.4
Fc1ccc(-[n+]2nc(Nc3ccccc3)sc2-c2c3ccccc3cc3ccccc23)cc1	14.4	2.2	67.2*	-1.5	12.3	-0.3	-8.6	6.5	0.2	-2.4

Three of the entries above in order of the Tb MetRS inh value, low to high:
SMILES	Scp1 inh	E coli Lon inh	LMPTP block	DNMT1 block	NRP1-CendR mod	MsrA inhibitor	SUMO1-SIM PPI	STEP inh	Tb MetRS inh	bovine MsrA act
C/C(=N\NC(=O)c1cc(Br)ccc1O)c1cccc(NC(=O)c2ccccc2F)c1	86.1*	-9.6	3.9	1.8	2.2	1.4	15.3	9.0	-0.3	-4.6
CC1(C)CC(=O)C(C=NCCN2CCN(C(=O)c3ccc(Br)cc3)CC2)=C(O)C1	-3.1	1.7	-0.7	-0.4	2.9	0.2	-5.2	0.2	-0.1	-1.4
CC1CCCN(C/C=C/c2ccccc2[N+](=O)[O-])C1 (centres undefined)	-5.3	-0.9	-1.5	-7.7	0.3	-0.4	-11.4	6.0	0.1	-1.5

Remaining list, next part
SMILES	Scp1 inh	E coli Lon inh	LMPTP block	DNMT1 block	NRP1-CendR mod	MsrA inhibitor	SUMO1-SIM PPI	STEP inh	Tb MetRS inh	bovine MsrA act
COCCNC(=S)NC1CC2CCCC(C1)N2Cc1cccs1 (centres undefined)	-1.0	-0.2	-0.6	2.1	9.6	-0.6	-0.3	-2.9	-0.4	-2.1
O=c1oc2ccccc2cc1-c1nc(-c2ccccc2)no1	4.1	12.6	0.6	10.2	12.0	.	-17.3	-4.4	-0.3	0.6
COC(=O)[C@@]12CCCN1[C@H](c1ccc(-c3ccc4c(c3)OCO4)c(OC)c1)[C@H]1C(=O)N(C)C(=O)[C@H]12	-6.5	-7.5	-1.7	1.2	6.5	-1.5	4.4	3.6	0.2	7.1
CCC1Oc2ccccc2N(CC(=O)N2CC(C)CC(C)C2)C1=O (centres undefined)	.	2.4	0.4	2.4	-2.8	-0.4	-0.1	1.0	0.8	-0.7
CC(C)[C@H](NC(=O)c1ccc(F)cc1)C(=O)NC1=NCCS1	-2.9	1.5	-1.9	-0.5	10.4	-1.9	3.9	2.8	0.2	-2.6
CCN(CC)CCNC(=O)c1ccc(NC(=O)c2cccc(-n3cnnn3)c2)cc1	-7.6	3.0	2.0	0.0	1.6	0.1	-13.1	-0.5	-0.6	-5.6
CCc1ccc2c(c1)C(=O)CCC2	-7.7	-13.4	-1.7	-1.4	15.6	1.1	2.3	0.3	-0.1	1.3
COc1ccccc1NC(=O)NCCN1CCN(C(=O)Nc2ccccc2OC)CC1	-3.6	-12.2	-0.9	0.1	0.0	-0.8	-2.1	-2.2	-0.2	-3.1
OC[C@@H]1[C@@H](c2ccc(Cl)cc2)C(c2cccc(Cl)c2)=NN1c1ccccc1	-11.8	2.4	3.5	-20.4	-10.0	3.0	6.9	-2.7	-0.5	-2.1
Cc1nc2c(C)cccn2c(=O)c1NC(=O)c1cccs1	-0.8	-4.9	0.7	2.3	-4.4	3.6	-14.4	-2.3	-0.6	-7.8
c1ccc(-n2nnnc2Sc2n[nH]c(-c3ccncc3)n2)cc1	-2.0	6.5	-2.4	10.0	1.6	-0.2	2.3	-4.1	0.5	-2.6
CCNC(=O)C1(C)CCCN(Cc2noc(-c3c(C)noc3C)n2)C1 (centres undefined)	.	5.5	-1.3	-0.5	22.5	0.3	3.2	-1.0	-0.1	9.2*
CCCCC(CC(O)COCC(C)C)C(=O)NNC(=S)Nc1ccccc1 (centres undefined)	-5.7	-0.6	-0.2	-4.5	0.2	0.3	-1.4	0.6	-0.1	0.0
Cc1[nH]c2ccccc2c1/C=N/Nc1nc(Nc2ccccc2)nc(N2CCOCC2)n1	2.4	2.1	2.9	-23.5	6.6	1.4	-0.1	-2.8	-0.2	-0.5
Cc1ccc(NC(=O)CN2CCC(NC(=O)Cc3ccccc3)CC2)cc1C	0.4	6.2	-1.3	1.8	-7.9	-0.7	-0.2	1.5	0.4	-2.1
O=C(c1ccc(-c2nnc(Nc3cccc(Cl)c3)c3ccccc23)cc1)N1C[C@H]2C[C@H](C1)c1cccc(=O)n1C2	3.0	-0.2	20.3	74.0*	-13.9	0.7	6.8	2.4	-0.4	-3.7
O=C(Cc1ccc(F)cc1)N/N=C/c1ccncc1	-13.1	-2.5	-1.2	3.2	5.6	0.3	-3.6	3.8	0.5	-2.2
C=CCNC(=S)N1CCOCC1	-5.2	4.7	-3.0	1.2	16.9	-0.1	-3.9	-2.8	-1.2	-2.9
C=CCN=C1SCC(=O)N1S(=O)(=O)c1ccccc1	-12.1	-22.0	-0.3	-4.1	8.0	-0.5	0.7	-1.8	0.2	-0.3
CC(C)(C)Nc1nc(Cl)nc(NCCN2CCOCC2)n1	0.6	7.4	-1.8	1.7	6.4	-0.7	1.2	-1.6	0.5	-1.1
Cc1cccc(N2CCN(S(=O)(=O)c3cccs3)CC2)c1C	-7.9	-2.0	3.6	-2.4	0.6	-1.1	7.9	2.6	-0.3	-1.4
COc1ccc(-c2nc(CN3CCN(c4ncnc5ccccc45)CC3)c(C)o2)c(OC)c1	3.8	-3.1	7.2	-2.8	9.6	0.9	2.2	0.3	-1.5	-12.1
O=C(NCc1ccncc1)[C@@H]1CCCN1C(=O)[C@H]1CCCN1C(=O)c1c(F)cccc1F	.	-3.0	-1.6	.	-11.9	1.1	-1.4	.	-0.9	-4.5
COc1ccc(NC(=O)COC(=O)c2ccc(-n3cnnn3)cc2)cc1Cl	10.9	14.0	1.1	-2.3	-7.0	0.2	24.8	0.5	-0.6	-8.3
COC(=O)CC(NC(=O)c1ccco1)c1ccc(C(C)C)cc1 (centres undefined)	1.6	-6.2	-0.2	-1.8	-6.7	0.7	3.7	-1.4	0.0	1.3
COCCNC(=O)c1cc(-c2ccccn2)nc2ccc(S(=O)(=O)N3CCC(C)CC3)cc12	-6.5	2.9	-3.1	35.3	-9.0	-0.2	-3.3	-9.7	0.1	-6.7
C[N+]1(CCNC(=O)/C=N/O)CCCCC1	7.5	-1.3	-4.4	1.1	10.7	0.9	-3.6	-2.4	-0.1	-3.0
CCCN(Cc1nnc(-c2ccccc2Cl)o1)C(=O)c1cc([N+](=O)[O-])cc([N+](=O)[O-])c1	-1.4	-19.8	-1.4	-4.1	7.0	-1.0	-24.4	23.8	-0.9	-8.0
Cc1ccc(CNC(=O)CCS(=O)(=O)c2cc3c(cc2Cl)NC(=O)CO3)o1	-4.1	1.7	-0.8	1.4	-8.0	-0.6	2.5	-2.7	-0.1	-1.4
CC1CN(CC(O)COC2CCC(C(C)(C)C)CC2)CC(C)O1 (centres undefined)	-3.7	-2.3	0.4	1.6	5.7	0.3	-1.3	-1.8	-0.8	-2.3
COc1ccccc1OCCNC(=O)c1ccc(NC(=O)CC2SC(N3CCCC3)=NC2=O)cc1 (centres undefined)	-3.9	0.7	-0.8	2.9	18.2	-0.7	-9.2	-1.3	-0.2	-3.1
COc1ccc(CCNC(=O)COc2ccc3c(c2)OCO3)cc1	-1.1	-4.2	-0.9	-3.6	-4.8	-0.9	-6.5	-0.5	-0.4	-2.8
CC(=O)Nc1ccc(SCCN2CC[C@@H](C(C)(C)C)CCC2=O)cc1	-8.5	5.0	-0.8	3.6	3.8	-0.8	6.2	5.3	0.0	-0.1
C/C(=N\NC(=O)C1CC1)c1ccc(OC(F)F)cc1	1.8	6.3	-0.2	1.4	-0.1	0.1	0.2	0.9	-0.2	-2.2
Cc1ccc(CNC(=O)CS(=O)Cc2nc(-c3ccccc3C)oc2C)cc1 (centres undefined)	-8.5	-13.5	0.1	2.9	-8.8	0.2	0.8	-1.5	-0.2	-1.5
Cc1ccsc1/C=N/Nc1nc2ccccc2s1	-2.1	-5.1	0.5	-7.2	-5.1	1.1	-7.2	-2.5	-0.8	-6.6
O=C(O)CCn1c2c(c3ccccc31)CCCC2	-6.8	7.3	0.1	-14.8	-8.1	0.3	1.4	-0.8	0.2	0.1
C/C(=C\C(=O)C(F)(F)F)Nc1cc(C)cc(C)c1	2.6	-0.6	-1.0	-2.7	-7.2	-0.5	-4.8	2.9	1.1	-1.9
O=C(NCC1CCCO1)c1ccc(CNS(=O)(=O)c2ccc(F)c(Cl)c2)cc1 (centres undefined)	-6.2	-6.2	-1.5	-0.2	3.5	-0.8	-1.6	3.6	-0.7	2.2
COc1ccc(C(=O)NNC(=O)Cc2nc3nc(C)cc(C)n3n2)cc1	-4.5	-15.2	-2.3	2.3	9.3	-0.3	-0.3	-4.3	-0.3	-3.2
COc1ccc(Cl)cc1C(=O)NNC(=O)CCNS(=O)(=O)c1ccccc1	-6.7	-5.6	-2.3	0.5	0.2	0.4	4.2	4.4	-0.2	-2.2
CC1CCCCC12NC(=O)N(CC(=O)NCCc1ccccc1)C2=O (centres undefined)	-15.3	-14.1	-1.5	4.3	17.0	-0.3	-6.0	-1.0	-0.3	-2.0
COc1ccc(NC(=O)CSc2ccccn2)cc1OC	4.1	1.7	-0.5	-1.4	-11.8	0.5	0.5	-2.1	-0.9	-7.5
